# AID inhibitor: Primary qHTS assay for inhibitors of Activation Induced Cytidine Deaminase (AID): AID signal. Single-stranded DNA cytosine deaminase (Homo sapiens), Q9GZX7. AID deamination FRET fluorescence, UDG-coupled, 4 h. Potency, µM (doses to about 115 µM), inactives show at the top dose activity change, negative = inhibition, actives largely listed as inhibitors. 91,000 compounds, 0.32% hits; further: nearly all actives have a fitted effect of over 25% in size
# Target sequence (Q9GZX7 whole entry, looked up): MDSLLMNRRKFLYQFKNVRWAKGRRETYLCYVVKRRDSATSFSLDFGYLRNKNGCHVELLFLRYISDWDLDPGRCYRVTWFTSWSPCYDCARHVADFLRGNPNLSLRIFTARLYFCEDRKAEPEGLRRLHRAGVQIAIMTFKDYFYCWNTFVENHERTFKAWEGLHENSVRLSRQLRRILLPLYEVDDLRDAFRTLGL
# UDG counterscr: Primary qHTS assay for inhibitors of Activation Induced Cytidine Deaminase (AID): UDG Counterscreen signal. FRET deamination/UDG coupled assay, UDG read, 4 h. Potency, µM (top dose mostly 115 µM), inactives show at the highest dose activity change, negative = inhibition, most hits filed as inhibitors. 91,000 compounds, 0.14% hits. AID 1347430, 2020; further: nearly all actives have a fitted effect of over 65% in size
# Numbers without * were called inactive; ? = inconclusive; & = joins results of further samples; [ ] = dose if it differs, or a comment. The call rests on the fitted dose curve; in most records, active means well fitted curve in the direction sought with a large enough effect; inconclusive means small, poorly fitted or top-dose-only effect, or another doubt; inactive means no such curve, though single readings can be large; an effect the other way counts as inactive or inconclusive. On the % scale 0 is the no-effect control and ±100 the full control effect; potency means the concentration at half of the fitted maximal effect.
structure	AID inhibitor	UDG counterscr
COc1ccc(-c2noc(-c3ccc(NC4CCCC4)c([N+](=O)[O-])c3)n2)cc1	6%	9%
COC(=O)c1ccc(C(=O)OC)c(NC(=O)c2cc3nc(-c4ccc(C)cc4)cc(C(F)(F)F)n3n2)c1	33%[activator][57.5 µM]	-4%[57.5 µM]
Cc1cc2c(cc1NC(=O)c1ccc(C(C)(C)C)cc1)n(C)c(=O)c(=O)n2C	?	-20%
NS(=O)(=O)c1ccc(N/N=C/c2ccc(Cl)c([N+](=O)[O-])c2)c([N+](=O)[O-])c1	2%	-1%
Cc1cc(C)cc(NC(=O)CN2C(=O)CCc3cc(S(=O)(=O)N4CCCCC4)ccc32)c1	28%	1%
CCOC(=O)C(CC)Oc1ccc2c(=O)c(Oc3cccc(C)c3)c(C(F)(F)F)oc2c1 (stereo not drawn)	5%	6%
CC(C)NC(=O)c1cccc(NC(=O)CCCC(=O)O)c1	6%	-4%
O=C(/C=C/c1cc2cc(Cl)ccc2o1)NC1CCCC1	3%	-9%
CCc1ccc(NC(=O)C(=O)NCC(c2ccc3c(c2)OCO3)N2CCN(C)CC2)cc1 (stereo not drawn)	-7%&-10%	5%&-8%
c1coc(CNCc2cccc3[nH]ccc23)c1	65%[activator]	3%
CN(C)c1ccc(C=Nc2cccc3ccccc23)cc1	26%	-3%
O=C(Cn1nc(-c2ccccc2)ccc1=O)NCc1cccnc1	-5%	-7%
O=C(Nc1c(NC2CCCC2)c2ccccc2oc1=O)C1CC1	-3%	-4%
O=c1c(S(=O)(=O)c2ccccc2)cn(Cc2ccccc2)c2cc(N3CCCC3)c(F)cc12	8%	9%
c1ccc(-c2noc(CSc3nnnn3C3CCCCC3)n2)cc1	-18%	89µM*
CC1=C/C(=N/NC(=S)NC2CCCCC2)CC1	-1%	8%
O=C(O)c1ccccc1NC(=O)N1c2ccccc2Sc2ccccc21	-15%	?
Cc1ccccc1-c1nc(CN2CCC(C(=O)NCc3ccc(F)cc3)CC2)c(C)o1	-12%	?
CCOCCCNC(=O)c1ccc(Cn2c(=O)c3cccn3c3cccnc32)cc1	2%	2%
CCOc1ccc2c(c1)c(=O)c(S(=O)(=O)c1ccc(F)cc1)cn2CC(=O)Nc1ccccc1C	0%	7%
CCOC(=O)c1c(S(=O)(=O)N2CCC(C(=O)N3CCN(c4ccccc4F)CC3)CC2)c(C)n(C)c1C	-2%	-14%
CCOc1ccc(CCNC(=O)c2cc3c(s2)-c2c(C)cccc2OC3)cc1	7%	6%
O=C(COC(=O)CCNS(=O)(=O)c1ccccc1)Nc1ccc(F)c(Cl)c1	-4%	1%
CC(C)(C)c1ccc(C(=O)NNC(=S)Nc2ccccc2)cc1	-7%	3%
O=C(NC1CCCCC1)c1cc(Sc2ccccc2Cl)nc2ccccc12	-11%	-8%

# Some values from above.
# For UDG counterscr, `O=C(Nc1c(NC2CCCC2)c2ccccc2oc1=O)C1CC1` shows -4%
# For UDG counterscr, `NS(=O)(=O)c1ccc(N/N=C/c2ccc(Cl)c([N+](=O)[O-])c2)c([N+](=O)[O-])c1` shows -1%

# The results go on:
structure	AID inhibitor	UDG counterscr
CCOC(=O)C(NC(=O)/C=C/c1cc(Cl)c(OC)c(OC)c1)C(=O)OCC	7%	-4%
Nc1cc(F)ccc1C(=O)OCc1cccc(Cl)c1	-9%	-4%
COc1ccc2c(c1)CCc1sc(NC(=O)c3ccc(Cl)cc3)nc1-2	102%[activator]	-5%
CC(C)CNc1nc(NC(C)(C)C)nc(Oc2ccc(=O)n(-c3ccccc3)n2)n1	1%	-1%
O=C(Nc1ccc(N2CCCCC2)cc1)c1nn(-c2ccccc2)c(=O)c2ccccc12	-4%	-13%
CCc1ccccc1NC(=O)Cn1nnc(C(=O)NCc2cccc(OC)c2)c1N	-2%	4%
Cc1cccc(CS(=O)(=O)Cc2ccc(C(=O)NCc3ccc(F)cc3)o2)c1	1%	0%
N[C@@H](Cn1ccc(=O)c(O)c1)C(=O)O	3%	1%
CCc1ccc(CNC(=O)c2ccc(-n3c(C)cc4c3CCC(C)C4)cc2)cc1 (stereo not drawn)	-21%	-8%
O=S(=O)(NCCO)c1ccc(-c2ccc(S(=O)(=O)NCCO)cc2)cc1	-1%	1%
CCCCC(CC)C(=O)Nc1ccc(F)c(F)c1 (stereo not drawn)	-2%	3%
O=[N+]([O-])c1cccc2ccc(/C=C/c3cccc(C(F)(F)F)c3)nc12	-13%	-11%
O=C(COc1ncnc2c(Cl)cc(Cl)cc12)Nc1ccccc1F	-14%	-12%
CC(N)CCc1ccc(O)cc1 (stereo not drawn)	-14%	-11%
CCCC(=O)OCCNc1c(C(=O)OCC)cnc2c(Cl)c(Cl)ccc12	-5%	2%
O=C(COC(=O)CCc1c[nH]c2ccccc12)NC1CC1	-2%	-9%
CCc1cc2c(cc3c(=O)n(CC(=O)NCc4cc(Br)ccc4OC)ncn32)s1	11%	-4%
CCCNC(=O)N1CCCN(S(=O)(=O)c2ccc3c(ccn3CC)c2)CC1	-2%	3%
O=C(O)c1ccc2nccnc2c1	42%[activator]	-11%
CNc1ccc(-c2nc(-c3ccccc3C)no2)cc1[N+](=O)[O-]	-1%	?
Cc1ccc(NS(=O)(=O)c2ccc(N/N=C/c3cc(C)[nH]c3C)c([N+](=O)[O-])c2)c(C)c1	-1%	-2%
COc1ccc(C(=O)N2CCN(Cc3cc(=O)n4ccsc4n3)CC2)cc1F	-7%	1%
Cc1cc(NC(=O)c2cc(-c3cccc(Cl)c3)on2)n(-c2ccccc2)n1	-12%	-4%
CCn1c(SCc2nnc(-c3ccccc3Br)o2)nnc1N1CCOCC1	-3%	-9%
O=[N+]([O-])c1cccc(Br)c1	-6%	-1%

# Exported with values under each structure: entries from further up.
# Fields – AID inhibitor, UDG counterscr
CCCNC(=O)N1CCCN(S(=O)(=O)c2ccc3c(ccn3CC)c2)CC1
    -2%, 3%
O=C(O)c1ccc2nccnc2c1
    42%[activator], -11%

# Additional compounds follow:
structure	AID inhibitor	UDG counterscr
c1ccc2c(c1)OCCOCCOCCOc1ccccc1OCCOCCO2	-11%	-7%
Cc1ccc(NC(=O)CC(O)(c2nccn2C)C(F)(F)F)cc1 (stereo not drawn)	-7%	-6%
CCOc1ccc(NC(=O)NCc2cccn2Cc2ccccc2)cc1	8%	-2%
CCOC(=O)c1ccc(N2C(=O)c3n[nH]c(-c4cccs4)c3C2c2ccc(Cl)cc2Cl)cc1 (stereo not drawn)	-12%	-13%
CCn1cc(S(=O)(=O)c2cc(C)cc(C)c2)c(=O)c2cc(F)c(N3CCN(c4ccccc4)CC3)cc21	-9%	-6%
CC(=O)N1c2ccccc2CC1C(=O)N1CCN(c2ccc(F)cc2)CC1 (stereo not drawn)	-11%	6%
Cn1c(CNC(=O)CSc2nc(-c3ccccc3F)nc3cc(=O)[nH]n23)nc2ccccc21	8%	26%
Cc1ccc(C)c(N2CCN(C(=O)c3cc4ccc5cccnc5c4[nH]3)CC2)c1	?	0%
CCOC(=O)C1CCC(CN(Cc2ccc(OC)cc2)S(=O)(=O)c2ccc(F)c(C(=O)Nc3cc(C)ccc3C)c2)CC1 (stereo not drawn)	-25%	23%
Cc1ccc(CNC(=O)CCCn2c(=O)[nH]c3ccc(Br)cc3c2=O)cc1	4%	-7%
CC(=O)N1c2ccc(S(=O)(=O)NCC3CCC(C(=O)NC(C)(C)C)CC3)cc2CC1C (stereo not drawn)	-15%	2%[57.5 µM]
Cc1ccccc1Cn1nnc2c(=O)[nH]c(C3CCCN(C(=O)c4ccc(F)cc4)C3)nc21 (stereo not drawn)	-27%	1%
Cn1c(=O)c2c(c3ccccc31)OC(=O)CC2c1ccccc1 (stereo not drawn)	1%	9%
COc1cc(OC)c(C2CC(=O)Oc3c2c(=O)[nH]c2ccccc32)cc1OC (stereo not drawn)	5%	-1%
Cc1ccc(CSc2nc3ccc(NC(=O)COc4ccc(F)cc4)cc3s2)cc1	2%	142%[activator]
CNC(=O)c1ccc2c(c1)N(Cc1ccccc1Cl)C(=O)c1ccccc1S2	?	-1%[57.5 µM]
CCc1ccc(OCc2cc(=O)n3c4c(sc3n2)CCCC4)cc1	-24%	-11%
Cc1cccc(NC(=O)CN(c2ccc(C(C)C)cc2)S(=O)(=O)c2c(C)nn(C)c2C)c1C	-24%	?
COc1ccc(Cn2c(CCC(=O)NCc3ccc(Cl)cc3)nc3cccnc32)cc1	-24%	-4%
O=C(CN1CCC(C(=O)N2CCCCCC2)CC1)c1c[nH]c2ccccc12	5%	-7%
Clc1nccc2c1ccc1ccccc12	-11%	-2%
CCOCCCNC(=O)C(c1ccc(C)cc1)N(Cc1ccc2c(c1)OCO2)C(=O)c1ccc(NC(C)=O)cc1 (stereo not drawn)	-12%	4%
Cc1ccc(-c2nnc(Nc3ccc(OC(F)(F)Cl)cc3)c3ccccc23)cc1S(=O)(=O)NC(C)(C)CO	?	-21%
CCOC(=O)c1ccc(N2C(=O)c3n[nH]c(C)c3C2c2ccc(C(C)C)cc2)cc1 (stereo not drawn)	20%	6%
COc1cccc(CNS(=O)(=O)c2cc3c(cc2C)n(C)c(=O)c(=O)n3C)c1	-4%	-14%[57.5 µM]

# (listing goes on)
canonical_smiles | AID inhibitor | UDG counterscr
CSc1ncc(C(=O)N2CCN(c3cc(C)ccc3C)CC2)c(C)n1 | 6% | -14%[57.5 µM]
COc1ccc(-c2cc3ccc(O)c(CN4CCCC4)c3oc2=O)cc1 | -27% | -3%
CCCC(NC(=O)COc1cc2occ(-c3nncn3-c3ccccc3)c(=O)c2cc1CC)C(=O)O (stereo not drawn) | 2% | 4%
CN(C(=O)Nc1ccccc1C(F)(F)F)C1CCCCC1 | 2% | 1%
CCCOc1cccc(C(=O)N(Cc2ccc(C)o2)C2CCS(=O)(=O)C2)c1 (stereo not drawn) | -8% | -8%
Cc1ccc(C(=O)COC(=O)CN(Cc2ccccc2)Cc2ccccc2)cc1 | 16% | 2%
CC(=O)OCC1(COC(C)=O)COCC(COC(C)=O)(COC(C)=O)C1=O | 5% | -2%
Cc1cccc(CNC(=O)c2ccc(Cn3c(=O)c4cccn4c4cccnc43)cc2)c1 | 0% | 1%
Cc1cccc(-c2nc3nc(C)cc(NCc4ccccc4Cl)n3n2)c1 | 117%[activator] | -7%
CCc1ccc(Sc2cc(C(=O)NCCCN3CCCC(C)C3)c3ccccc3n2)cc1 (stereo not drawn) | -11% | -16%
Cc1cccc(NC(=O)c2c(N)sc3c2CCC(C)C3)c1 (stereo not drawn) | 93%[activator] | 3%
COc1cccc(NC(=O)CCc2nc(-c3ccc(C(C)(C)C)cc3)no2)c1 | 12% | 1%
O=S(Cc1ccccc1)Cc1cccc(F)c1 (stereo not drawn) | 1% | -2%
O=[N+]([O-])c1ccc(-c2cc(-c3ccccc3)nc(-c3ccccc3)c2)cc1 | -2% | -9%
CCOc1ccc(C2CC(=O)NC(NC(=O)c3cccc(Cl)c3)=N2)cc1 (stereo not drawn) | 13% | -1%
O=C(NCC(F)(F)F)c1cccc(NC(=O)c2cccc3cccnc23)c1 | -5% | -11%
O=C(NC1CC1)c1cc(-c2ccc(O)cc2)nc2ccccc12 | 0% | -9%
CN(C)C(=O)c1ccc2c(c1)NC(=O)CS2 | -3% | -8%
COc1ccc(-c2cc(OC(=O)c3ccc(F)cc3)c3c(C)oc(C)c3c(=O)c2)cc1OC | -5% | -4%
Cc1cc(C)cc(NC(=O)c2oc3ccc4c(c3c2C)C(=O)CC(C)(C)O4)c1 | 17% | 7%

# Single records (already shown). Screens in order: AID inhibitor | UDG counterscr
# `COc1ccc(-c2cc(OC(=O)c3ccc(F)cc3)c3c(C)oc(C)c3c(=O)c2)cc1OC` reads -5% | -4%
# `O=S(=O)(NCCO)c1ccc(-c2ccc(S(=O)(=O)NCCO)cc2)cc1` reads -1% | 1%
# `Cc1cccc(NC(=O)c2c(N)sc3c2CCC(C)C3)c1` (stereo not drawn) reads 93%[activator] | 3%
# `Cc1cc(C)cc(NC(=O)c2oc3ccc4c(c3c2C)C(=O)CC(C)(C)O4)c1` reads 17% | 7%

# New compounds follow.
canonical_smiles | AID inhibitor | UDG counterscr
O=C(COCc1cc(-c2cccs2)on1)Nc1cc(C(F)(F)F)ccc1Cl | -10% | -8%
CCc1ccc(-c2nc(CS(=O)CC(=O)NCCc3ccc(C)cc3)c(C)o2)cc1 (stereo not drawn) | 1% | -7%[57.5 µM]
CC(=O)c1ccc(N2CCN(S(=O)(=O)c3c(C)nc4sc(C)cn4c3=O)CC2)cc1 | 6% | 0%
CC1=C(C(=O)Nc2ccc(C(=O)NCCc3cccs3)cc2)SCCO1 | -3% | -3%
CCCOc1ccc(C(=O)Nc2ccc(NC(=O)c3ccccc3)c(C)c2)cc1 | 3% | 4%
Nc1c(-c2nc(-c3cccs3)no2)nnn1-c1ccc(Cl)cc1 | 11% | 0%
Cc1nc2nc3ccn(CCCN4CCOCC4)c(=O)c3c(-c3ccccc3)n2n1 | -4% | 8%
Cc1cccc(OCC(=O)NC(Cc2c[nH]c3ccccc23)C(=O)O)c1C (stereo not drawn) | 32%[activator] | 36%[activator]
COc1cccc(C(=O)C(C)C(=O)c2cccc(OC)c2)c1 | -9% | -5%
COC(=O)N1CCCc2cc(S(=O)(=O)NCc3ccccc3)ccc21 | 4% | 3%
COc1ccc(C(=O)O)cc1CN1CCCCC1 | 0% | -1%
CCCCOC(=O)c1ccc(NC(=O)c2cc(-c3ccccc3)on2)cc1 | -10% | ?
O=C(Nc1ccccc1C(F)(F)F)c1noc2c1CCCC2 | -4% | 9%
Cc1cc(NC(=O)CSc2ncc(C(=O)Nc3ccccc3)c(=O)n2C)no1 | 10% | -4%

# From PubChem

# This is a subset, so the mix of outcomes need not match the whole.
